Compound activity deposited in PubChem by several laboratories.
GSK3 alpha inh = human GSK-3 alpha kinase inhibition; P49840; ADP-Glo luminescence, 60 min; inhibition, % at 10 µM; 320,000 tested, 0.1% active; AID 2650;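 in the data active means inhibition above about 50%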;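 further: GST-tagged GSK-3 alpha with peptide substrate and 25 µM ATP; 0% = DMSO neutral wells and 100% = GW8510 positive control wells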
Target sequence (P49840 whole entry, looked up): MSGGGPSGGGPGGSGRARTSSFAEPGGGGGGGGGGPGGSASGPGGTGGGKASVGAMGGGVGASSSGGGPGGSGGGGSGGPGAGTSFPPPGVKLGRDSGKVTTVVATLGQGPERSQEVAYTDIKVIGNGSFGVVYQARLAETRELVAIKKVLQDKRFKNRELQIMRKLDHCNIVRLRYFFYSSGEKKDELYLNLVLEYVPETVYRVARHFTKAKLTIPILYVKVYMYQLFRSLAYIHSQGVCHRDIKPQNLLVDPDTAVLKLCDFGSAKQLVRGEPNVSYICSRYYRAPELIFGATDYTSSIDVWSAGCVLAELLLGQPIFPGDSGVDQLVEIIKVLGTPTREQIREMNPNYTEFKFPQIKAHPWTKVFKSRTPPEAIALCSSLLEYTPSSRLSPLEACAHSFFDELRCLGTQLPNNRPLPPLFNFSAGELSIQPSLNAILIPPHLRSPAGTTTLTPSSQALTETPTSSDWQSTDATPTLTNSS
PolyA inh = blocks polyadenylation in yeast reporter cells; S. cerevisiae SKY197-pL101 polyadenylation reporter, beta-gal luminescence; efflux-impaired pdr1/pdr3 knockout yeast; score 100 = 6 SD above DMSO; calls only at 12 µM; 300,000 tested, 0.02% active;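 active means lowest replicate activity score at least 50, where 100 means six control SD above control mean; inconclusive means lowest score under 50 but half or more replicates reach 50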;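 further: yeast exposed to compound for 9 h at 30 °C; higher score means more reporter readthrough which indicates perturbed polyadenylation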
AI-2 QS mod = modulates the Vibrio harveyi AI-2 quorum sensing system; Vibrio harveyi JMH597 AI-2 luminescence/OD600 ratio, 9 h; active compounds read low; strain lacks LuxN and CqsS sensors; 0 = neutral-control median; activity change, % at 7.5 µM; 300,000 tested, 0.4% active; AID 2094; in the data active means activity change below about -75%, passing the limit was not always enough; inconclusive means no clear call, values can overlap the other calls;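 further: luminescence divided by OD600 gain over 9 h not by final OD600 alone; inactives centre near 13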
Dyrk1A ADPGlo = Dyrk1A (rat) kinase inhibition; Q63470; ADP-Glo luminescence, NFATc1 peptide; inhibition, % at 12.5 µM; 310,000 tested, 0.43% active; in the data active means inhibition above about 50%;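 further: plate controls were vehicle with enzyme for no effect and no enzyme for full effect; many of its hits are not listed in these tables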
Platelet DG rel = platelet dense granule release activity. AID 1663. human platelet-rich plasma, SFLLRN dense granule ATP release, luminescence. 300,000 tested, 0.22% active. inhibition, %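 (compounds screened at 7.5 µM in platelet-rich plasma)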;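 active means mean replicate score, as percent of positive control, at or above 50; inconclusive means mean below 50 but at least one replicate at or above 50; inactive means mean and every replicate below 50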
HSP90 inh = blocks HSP90-mediated luciferase refolding in reticulocyte lysate; Rabbit reticulocyte lysate, luciferase refolding luminescence, 3 h; inhibition, % at 5.6 µM; 290,000 tested, 0.91% active; AID 1789;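 active means inhibition above the screen-wide mean plus 3 SD, computed separately per campaign, cut at about 16% in these data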;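 further: 0% = DMSO wells and 100% = 60 µM geldanamycin wells; inhibitors lower the luminescence because luciferase stays unfolded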
HSF1 inhib = HSF1 inhibition. AID 2098. 300,000 tested, 0.77% active. NIH3T3-HGL HSE-luciferase, MG132-induced, luminescence 8 h; active compounds read low. activity change, negative = inhibition, % at 7.5 µM (by protocol);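 active means more than half of replicate wells show activity change below -50%, luminescence cut by over half; inconclusive means some wells, but at most half, below -50%; inactive means no replicate well below -50%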;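 further: luciferase reports HSF-1 transcriptional activity via heat shock element; 0% = median of DMSO wells and -100% = zero luminescence signal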
HDAC3 inh = human HDAC3 inhibition; recombinant HDAC3, fluorogenic peptide/trypsin coupled, fluorescence; inhibition, % at 8.3 µM; 320,000 tested, 0.15% active; in the data active means inhibition above about 26%, passing the limit was not always enough; inconclusive means no clear call, values can overlap the other calls
GSK3B inh = blocks human GSK3beta kinase activity | 300,000 tested, 0.038% active | GST-GSK3beta kinase, ADP-Glo luminescence, 60 min; active compounds read low | P49841 | activity score (negative = inhibition), % at 10 µM;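 active means more than half of replicate wells score below -50%, meaning over 50% inhibition versus plate controls; inconclusive means some replicates but at most half score below -50%; inactive means no replicate scores below -50%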;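 further: 0% = median DMSO wells and -100% = median GW8510 positive control wells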
Target sequence (P49841 whole entry, looked up): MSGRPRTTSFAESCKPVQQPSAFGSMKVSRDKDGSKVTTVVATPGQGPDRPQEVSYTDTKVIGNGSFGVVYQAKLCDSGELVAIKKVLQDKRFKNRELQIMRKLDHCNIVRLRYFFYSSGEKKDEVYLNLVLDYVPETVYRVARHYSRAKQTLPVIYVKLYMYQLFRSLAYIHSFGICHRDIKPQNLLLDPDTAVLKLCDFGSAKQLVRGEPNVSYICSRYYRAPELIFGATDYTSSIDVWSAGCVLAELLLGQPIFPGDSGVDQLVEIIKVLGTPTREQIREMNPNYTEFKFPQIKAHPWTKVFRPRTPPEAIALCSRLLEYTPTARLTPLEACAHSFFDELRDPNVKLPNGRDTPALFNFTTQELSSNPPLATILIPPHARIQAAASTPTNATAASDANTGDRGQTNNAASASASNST
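test system = GST-tagged human GSK3beta kinase, cell-free | reagent = 25 µM ATP with peptide substrate | dosing = one dose of 10 µM per compound | schedule = 60 min reaction, RT | detection = luminescent ADP-Glo measurement of ADP formed | control set = DMSO neutral wells and GW8510 at 20 µM as positive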
HSF1 activator = increases HSF-1 driven luciferase reporter signal. 300,000 tested, 1.7% active. NIH3T3-HGL HSF-1 luciferase reporter, MG132, 8 h; 100% = twice DMSO control signal. activation, % at 9 µM;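 active means mean replicate activation of at least 50% with a set share of replicates each reaching 50%; inconclusive means only one of those two conditions met; inactive means mean below 50% and too few replicates reaching it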;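 further: 0% = median of the neutral control wells and 100% = twice that signal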
* marks the source's active call; other numbers are inactive results; i = inactive; ? = inconclusive; . = not tested or not shown. Only part of the results is shown. The share of hits here may be higher or lower than overall.

mol,GSK3 alpha inh,PolyA inh,AI-2 QS mod,Dyrk1A ADPGlo,Platelet DG rel,HSP90 inh,HSF1 inhib,HDAC3 inh,GSK3B inh,HSF1 activator
O=C(COc1ccc(S(=O)(=O)N2CCOCC2)cc1)NCCCn1ccnc1,-2,i,21,-2,-3,2,1,1,-1,-3
O=C(Nc1c(F)cc(F)cc1Br)c1cc2nc(C(F)F)cc(C(F)F)n2n1,-2,i,9,.,23,-3,-6,4,-5,1
O=C(O)Cn1c(-c2ccccn2)nc2ccccc21,-3,i,2,8,-9,-3,3,-25,1,18
Cc1ccc(C(=O)Nc2ccc(CC(=O)O)cc2)o1,-2,i,2,-2,-3,3,-7,3,-4,-2
CCOCCCNC(=O)C(c1ccc(C)cc1)N(Cc1cccs1)C(=O)c1ccccn1 (stereo not drawn),.,i,.,-3,5,-3,-5,4,.,8
Nn1c(SCc2cc([N+](=O)[O-])cc3c2OCOC3)nnc1-c1ccccn1,-4,i,26,3,-2,0,4,2,1,-14
O=C(Cn1nnc(-c2ccccc2)n1)NC1CCS(=O)(=O)C1 (stereo not drawn),-2,i,21,11,-28,.,-6,-2,-2,7
COC(=O)c1ccccc1NC(=S)N1CCN(C2CCCCC2)CC1,1,i,28,.,1,1,.,-3,-4,.
CNC(=O)c1c(NC(=O)c2ccc(S(=O)(=O)N3CCCCC3C)cc2)sc2c1CCN(C)C2 (stereo not drawn),-3,i,18,-1,-1,-2,-1,.,2,-4
O=C(COc1ccccc1[N+](=O)[O-])OCC(=O)N1CCC(Cc2ccccc2)CC1,-1,i,20,3,14,4,0,-3,3,2
Cc1nc2ccc(NC(=O)c3ccc(Br)o3)cc2s1,-3,i,16,-6,-3,1,23,-3,2,?
Cc1ccc(C(=O)NCCc2nnc3ccc(NCc4ccc5c(c4)OCO5)nn23)cc1,-2,i,12,1,19,-1,-2,-4,-4,-13

(list continues)
mol,GSK3 alpha inh,PolyA inh,AI-2 QS mod,Dyrk1A ADPGlo,Platelet DG rel,HSP90 inh,HSF1 inhib,HDAC3 inh,GSK3B inh,HSF1 activator
Cc1cccc(C)c1NC(=O)CS(=O)CC(=O)NCCCc1ccccc1 (stereo not drawn),1,i,20,-2,29,2,5,-1,0,2
O=C(CN1CCN(Cc2ccccc2)CC1)N1CCCCCC1,-1,i,-17,.,-14,0,-8,-9,-1,5
COc1ccc(C(=O)NCc2ccncc2)cc1OC,2,i,7,0,7,1,-2,-3,0,6
CC1(C)CC2(CC(c3ccccc3F)c3ccc(O)c(O)c3O2)NC(=S)N1 (stereo not drawn),-2,i,5,-6,-1,3,4,22,2,-5
O=C(NCCCN1CCOCC1)C1CCN(S(=O)(=O)c2cccc(Cl)c2Cl)CC1,6,i,11,-3,-5,.,-9,1,2,-8
Cc1cc(C(=O)N2CCCC(CO)(Cc3ccc(F)cc3)C2)c(C)o1 (stereo not drawn),-1,i,13,-2,-12,5,10,5,4,-3
Cc1cccc(C(=O)NC2CCN(C(=O)NCc3ccccc3)CC2)c1,-1,i,17,-2,3,0,1,-3,3,-5
O=C(O)CCN(CCC(=O)O)S(=O)(=O)c1ccccc1,-4,i,15,2,-2,-4,-6,3,-4,5
Cc1nc2ncnn2c(C)c1CCC(=O)N1CCN(Cc2ccccc2)CC1,-2,i,24,-2,2,-2,-3,-16,1,7
Cc1ccc(SCCNC(=O)c2ccccc2C)cc1,-2,i,23,1,0,1,-4,8,6,14
COC(=O)C1NC(=O)N2C(C(=O)OC)C(C)(C)S[C@H]12 (stereo partly drawn),4,i,16,.,-1,.,-7,-3,1,-3
Cc1nnsc1C(=O)N/N=C/c1ccc2ccccc2c1O,-5,i,1,0,-6,2,-13,-4,3,-13

(more compounds)
mol,GSK3 alpha inh,PolyA inh,AI-2 QS mod,Dyrk1A ADPGlo,Platelet DG rel,HSP90 inh,HSF1 inhib,HDAC3 inh,GSK3B inh,HSF1 activator
CC1=C(C(=O)Nc2ccccc2C)C(c2ccc(C)o2)NC(=S)N1 (stereo not drawn),-2,i,3,-8,-6,1,1,-1,-2,5
COc1ccc(-n2ncc3c(N4CCN(c5cccc(C)c5C)CC4)ncnc32)cc1,-5,i,21,6,-2,0,-1,0,0,3
O=C(Nc1ccc(N2CCOCC2)cc1)C1CC(=O)N(c2ccccc2)C1 (stereo not drawn),-1,i,15,-1,-2,2,-8,6,-1,-5
COc1ccccc1N1CCN(C(=O)c2cc(-c3ccc(F)cc3)on2)CC1,-2,i,19,7,1,2,-1,1,-1,-13
O=C(Nc1ccccc1)OC1CCS(=O)(=O)C1 (stereo not drawn),0,i,23,6,0,5,-11,1,3,-3
N#C/C(=C\c1ccc(OCC(N)=O)cc1)c1ccccc1,1,i,32,-6,0,3,-7,12,-6,-16
CC1CCC(NS(=O)(=O)c2cccc3nsnc23)CC1 (stereo not drawn),-1,i,17,-6,0,1,6,4,-1,41
CCOC(=O)c1sc2nc(C)nc(NCc3ccc(F)cc3)c2c1C,-1,i,17,-9,9,-1,18,-2,0,39
COc1cc(/C=C/C(=O)OCC(=O)Nc2cccc(Oc3ccccc3)c2)ccc1O,-1,i,-6,-6,26,2,1,-2,-1,17
CC(=O)Nc1ccc(C(=O)OCC(=O)Nc2c(F)cccc2F)cc1,1,i,4,-4,7,4,-10,2,-1,-1
O=C(CCC1CCCN(C(=O)c2cncs2)C1)NCc1ccc(F)c(F)c1 (stereo not drawn),1,i,45,-3,-1,5,3,4,-1,8
CN(C)S(=O)(=O)N1CCc2ccc(NC(=O)C3CCCO3)cc2C1 (stereo not drawn),.,i,26,0,0,1,-1,.,3,-6

The list goes on.
mol,GSK3 alpha inh,PolyA inh,AI-2 QS mod,Dyrk1A ADPGlo,Platelet DG rel,HSP90 inh,HSF1 inhib,HDAC3 inh,GSK3B inh,HSF1 activator
Cc1c(N/C(=N/S(=O)(=O)c2cc([N+](=O)[O-])ccc2Cl)c2ccccc2)c(=O)n(-c2ccccc2)n1C,-1,i,79,0,1,2,-7,-4,2,-6
O=C(O)COc1c(Cl)cc(/C=C2/NC(=O)NC2=O)cc1Br,29,i,14,2,0,-1,1,-3,3,-14
O=C(CN1C(=O)CSc2ccc(S(=O)(=O)N3CCOCC3)cc21)NCCCN1CCCCC1,-2,i,21,5,3,0,-3,-3,0,2
CC(C)COc1ccc(Br)cc1CNC(C)(C)C,2,i,16,.,5,4,-4,2,-3,0
O=C(CC1C(=O)NCCN1C(=S)Nc1ccccc1)Nc1ccc(F)cc1 (stereo not drawn),1,i,7,0,7,-1,-9,7,2,-19
CCOC(=O)[C@@H]1[C@H]2COc3ccccc3[C@@H]2N2C(=O)N(c3cccc(C)c3)C(=O)[C@]12C,-2,i,24,2,8,1,1,3,1,4
CCOC(=O)C(Cc1ccc(N)cc1)N1C(=O)c2ccccc2C1=O (stereo not drawn),-1,i,18,.,-2,-1,-4,-6,3,-3
Cc1cc(Br)ccc1N=C1NC(=O)CS1,-3,i,6,7,0,4,-6,-4,1,2
Cc1ccc(C(=O)O)c(C(=O)Nc2nc3ccccc3s2)c1,-5,i,8,-3,-2,-2,-5,6,2,19
COc1ccccc1C(=O)Oc1cc(N)n(S(=O)(=O)c2ccc(C)cc2)n1,-1,i,14,-2,1,1,-11,13,2,-13
Cc1ccc(C)c(NC(=O)Cc2ccc(S(=O)(=O)N3CCCCC3)s2)c1,-4,i,14,3,5,-4,-8,1,2,-4
COc1ccccc1Nc1nc(NCCCCO)nc(N2CCCC2)n1,1,i,7,12,6,.,-3,0,0,-23

(more compounds)
mol,GSK3 alpha inh,PolyA inh,AI-2 QS mod,Dyrk1A ADPGlo,Platelet DG rel,HSP90 inh,HSF1 inhib,HDAC3 inh,GSK3B inh,HSF1 activator
COc1ccc(CCN2CC(C(=O)O)CC2=O)cc1 (stereo not drawn),-3,i,5,3,0,-2,-2,-6,-2,-7
COc1ccc(S(=O)(=O)N2CCC(N3CCCC3)CC2)cc1,-2,i,8,-5,-9,2,-3,-6,-5,-20
CCOc1ccc(C(=O)Nc2ccncc2)cc1,2,i,15,-2,3,0,4,-5,-1,4
Cc1ccsc1C(=O)N1CCc2ccccc2C1,-3,i,12,20,7,6,7,1,3,29
CC(=O)C1=C(O)C(=O)N(c2ccc(O)cc2)C1c1ccccc1[N+](=O)[O-] (stereo not drawn),3,i,8,1,-2,7,-4,6,2,-16
O=C(OCc1nc2ccsc2c(=O)[nH]1)c1ccc(Cl)s1,-1,i,-12,-5,16,.,-6,5,4,11
COc1cc(NC(=O)CN(C)Cc2ccc(OC(F)F)cc2)c(C)cc1[N+](=O)[O-],-1,i,18,0,-9,-1,18,3,1,5
O=C(O)CCN1Cc2ccccc2C1=O,-4,i,18,17,0,2,-45,6,2,-56
CCOC(=O)CN1C(=O)C(=O)N(Cc2c(Cl)cccc2Cl)C1=O,-2,i,-6,-3,5,6,-2,0,0,-7
C=C1CCC[C@]2(C)C[C@H]3OC(=O)C(CNCC(C)C)[C@H]3CC12 (stereo partly drawn),1,i,12,-5,-4,0,38,8,2,68*
CCOC(=O)N1CCN(CC(O)COCC2=CCC3CC2C3(C)C)CC1 (stereo not drawn),.,i,-17,5,-4,0,2,.,-1,-3
COCCNC(=O)c1cccc(S(=O)(=O)N2CC3(C)CC2CC(C)(C)C3)c1 (stereo not drawn),-1,i,14,-1,3,.,-2,10,2,-1

Later entries.
mol,GSK3 alpha inh,PolyA inh,AI-2 QS mod,Dyrk1A ADPGlo,Platelet DG rel,HSP90 inh,HSF1 inhib,HDAC3 inh,GSK3B inh,HSF1 activator
COc1ccc(OC)c(N2CC(O)(c3ccccc3)[N+]3=C2SCCC3)c1 (stereo not drawn),.,i,6,0,0,0,-9,.,-3,-4
Nc1ccc2nn(-c3ccc(F)cc3)nc2c1,-8,i,18,2,12,8,7,-21,-2,17
COCCNC(=S)N/N=C(\C)c1ccc(-n2ccnc2)cc1,0,i,5,-5,2,1,-5,2,4,-6
COc1cccc(C(=O)N(c2ccc(C)cc2)C2C=CS(=O)(=O)C2)c1 (stereo not drawn),2,i,11,5,7,6,-4,2,-1,1
Cc1ccc(C)c(CSc2nnc(CCN)o2)c1,0,i,13,3,-2,5,1,-11,3,-12
CCOc1ccc(S(=O)(=O)N2CCCCC2)cc1NC(=O)CC1OC(=O)c2ccccc21 (stereo not drawn),-1,i,33,-2,3,.,3,0,-1,-4
O=C(Nc1nccs1)c1ccc(COc2ccc(Cl)cc2)o1,-3,i,8,2,-4,-6,37,-1,1,56*
Cc1c(NC(=O)CN2CCN(C(c3ccccc3)c3ccccc3)CC2)c(=O)n(-c2ccccc2)n1C,0,i,9,-5,9,1,-5,-2,5,8
CC(=O)Oc1ccc(N(C(C)=O)S(=O)(=O)c2cc([N+](=O)[O-])ccc2C)cc1,-3,i,14,-1,-20,-1,6,-8,4,10
O=C(NCc1nc(-c2ccc(Cl)cc2)no1)c1ccco1,-2,i,.,-5,12,-3,13,2,.,56*
